# GC-B act – GC-B (human) receptor activation; P20594; HEK293-GC-B cells, CNP EC30, cGMP TR-FRET; 0% at EC30 CNP, 100% saturating CNP; activation, % at 10 µM; 370,000 tested, 0.11% active; AID 1920062;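 active = activation at 10 µM reaching about 35% in either raw or pattern-adjusted values, limit read from the data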
# PG9 binder – binds the HIV-1 gp120 antibody PG9; TR-FRET gp120-PG9 antibody binding; inhibition, % at 6.7 µM; 360,000 tested, 0.43% active; AID 624416; in the data active = inhibition above about 8.5%
# Rev-erbA mod – Rev-erb alpha (human) modulation. P20393. Rev-erbα–FITC-DNA binding, fluorescence polarization, 90 min. activity, % at 10 µM. 370,000 tested, 0.79% active;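 active = activity above about 14%, limit read from the data; passing the limit was not always enough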;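 also: 0% = DMSO wells with 35 nM protein and 100% = DMSO wells with 750 nM protein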
# ASAP1 GAP inh – inhibitors of human ASAP1 ArfGAP activity; ASAP1-stimulated ARF1 GTP hydrolysis, GDP FP detection; inhibition, % at 16.5 µM; 360,000 tested, 0.19% active; AID 624377; in the data active = inhibition above about 25%;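 also: 0% = vehicle with enzyme and substrate and 100% = no enzyme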
# Target sequence (Q9ULH1 325-724 limits assumed): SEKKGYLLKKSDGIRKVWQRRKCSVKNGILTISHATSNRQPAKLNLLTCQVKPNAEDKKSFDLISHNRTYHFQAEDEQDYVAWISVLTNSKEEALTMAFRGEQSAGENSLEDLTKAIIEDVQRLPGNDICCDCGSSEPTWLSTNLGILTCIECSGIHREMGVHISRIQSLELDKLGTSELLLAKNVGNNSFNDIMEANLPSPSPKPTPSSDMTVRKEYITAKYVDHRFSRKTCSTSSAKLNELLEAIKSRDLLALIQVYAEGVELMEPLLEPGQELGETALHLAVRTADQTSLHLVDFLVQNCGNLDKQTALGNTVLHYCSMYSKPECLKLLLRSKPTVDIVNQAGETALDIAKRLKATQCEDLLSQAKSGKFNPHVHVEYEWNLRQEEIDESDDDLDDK
# HTRA1 inhibitor – HTRA1 (human) protease inhibition; AID 504803; recombinant HTRA1, FP-rhodamine activity-based probe, fluorescence polarization; 340,000 tested, 0.5% active; inhibition, % at 5.96 µM; in the data active = inhibition above about 36%;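 also: 0% = enzyme with DMSO and 100% = wells lacking enzyme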
# Target sequence (Q92743 whole entry, looked up): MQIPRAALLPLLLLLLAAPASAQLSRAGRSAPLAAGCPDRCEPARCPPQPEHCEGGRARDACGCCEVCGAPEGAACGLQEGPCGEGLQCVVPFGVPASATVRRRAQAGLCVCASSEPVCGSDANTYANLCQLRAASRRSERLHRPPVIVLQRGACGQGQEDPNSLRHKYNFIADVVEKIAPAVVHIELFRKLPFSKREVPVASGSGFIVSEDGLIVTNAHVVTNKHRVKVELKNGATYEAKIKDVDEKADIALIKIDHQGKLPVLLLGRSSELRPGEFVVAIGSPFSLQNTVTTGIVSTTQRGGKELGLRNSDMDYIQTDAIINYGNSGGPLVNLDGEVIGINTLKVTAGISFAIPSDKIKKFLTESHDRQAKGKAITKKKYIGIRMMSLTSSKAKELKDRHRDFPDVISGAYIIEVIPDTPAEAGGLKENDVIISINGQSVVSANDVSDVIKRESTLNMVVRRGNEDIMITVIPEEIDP
# mABHD4 FP – inhibitors of mouse ABHD4; Q8VD66; 370,000 tested, 0.54% active; purified mABHD4, FP-Rh probe fluorescence polarization; inhibition, % at 8.92 µM;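 active = inhibition exceeding the mean over every tested compound plus 3 SD, cut at about 30% in these data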;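 also: 0% = plate median of compound wells and 100% = S159A mutant with DMSO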
#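 Material: mouse ABHD4 enzyme, wild type; Benchmarks: S159A mutant high control, sample median low control; Buffer or medium: HEPES pH 7.0, NaCl, Pluronic buffer; Signal: fluorescence polarization; Read-out: percent inhibition of probe binding, normalized to plate controls; Timing: pre-incubation 45 min, probe exposure 60 min, at 25 °C; Dosing: 8.92 µM, single dose.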
# rCAG RNA binder – binds r(CAG) RNA repeats. r(CAG) RNA repeat, TO-PRO-1 dye displacement fluorescence. inhibition, % at 3 µM. 370,000 tested, 1.3% active;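 active = inhibition above the plate cutoff, the mean of all test compounds on that plate plus 3 SD, cut at about 35% in these data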;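 also: 0% = DMSO alone and 100% = 100 µM mitoxantrone as full dye displacement; higher means more dye released from RNA so lower well fluorescence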
# NPR1 activator – GC-A (human) enzyme activation; P16066; HEK293 GC-A cells, cGMP TR-FRET, EC30 ANP; 0% at EC30 ANP, 100% saturating ANP; activation, % at 10 µM; 370,000 tested, 0.14% active; in the data active = activation above about 40%
# ARFGAP1 inh – inhibitors of rat ARFGAP1; Q62848; inhibition, % at 16.5 µM; Arfgap1-stimulated ARF1 GTP hydrolysis, GDP FP detection; AID 651572; 360,000 tested, 0.26% active;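 active = inhibition above a per-plate limit, mean inhibition of low control wells plus 3 SD, cut at about 25% in these data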;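 also: 0% = DMSO wells with enzyme and 100% = wells lacking Arfgap1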
# Target sequence (Q62848 1-136 limits assumed): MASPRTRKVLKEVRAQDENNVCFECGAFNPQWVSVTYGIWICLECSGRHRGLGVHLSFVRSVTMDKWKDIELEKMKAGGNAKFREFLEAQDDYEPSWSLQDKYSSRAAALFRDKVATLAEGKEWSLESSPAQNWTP
#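 system = rat Arfgap1 catalytic domain, aa 1-136 | technique = FP, GDP Alexa 633 tracer displaced from anti-GDP antibody, 620/688 nm | compound = one concentration, 16.5 µM, DMSO 1.26% | medium = HEPES-based buffer, pH 7.5 | timing = compound-enzyme preincubation 20 min, reaction 120 min, detection 60 min, 25 °C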
# SMARCA2 activ – increases SMARCA2 function in MMTV reporter cells; MG213 cells, MMTV-luciferase reporter, dexamethasone, overnight; activation, % at 9.1 µM; 370,000 tested, 1% active; in the data active = activation above about 7.8%;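 also: 0% = vehicle wells and 100% = reference activator wells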
# * marks the source's active call; other numbers are inactive results; / = not tested or not shown.
1. COc1ccc(Cl)cc1N/C(N)=N/c1nc(CSc2ccc(C)cc2)cc(=O)[nH]1
2. CCOC(=O)CCc1c(C)nc2ncnn2c1C
3. CC(NC(=O)COc1ccccc1)C(=O)NC1=NCCS1 (configuration not stated)
4. N=C1C=CC=C2C1=NC1(CCCCC1)N2O
5. CCCc1nnc(NC(=O)CSc2nc3ccccc3[nH]2)s1
6. S=C(NCCc1ccc(Cl)cc1)NC1CC1
assay / compound	1	2	3	4	5	6
GC-B act	-3	3	0	-5	-5	1
PG9 binder	1.1	-1.0	0.0	-12	-0.9	-1.6
Rev-erbA mod	-1	4	-3	4	-1	11
ASAP1 GAP inh	-7	7	-1	-20	2	8
HTRA1 inhibitor	4	8	-1	21	-4	-9
mABHD4 FP	8	-5	-1	22	3	0
rCAG RNA binder	0	-1	-1	8	1	-4
NPR1 activator	0	-1	3	-2	1	-4
ARFGAP1 inh	-8	9	6	-7	5	-4
SMARCA2 activ	-3	-1	-1	1	0	5

7. CCCCCCCCCCCCCCCC(=O)OCC1OC(n2ccc(N)nc2=O)C(O)C1O (configuration not stated)
8. O=C(CSc1ccc(-c2ccc(F)cc2)nn1)NC1CCCCC1
9. COc1ccc(S(=O)(=O)N2CCN(Cc3cccc(OC)c3OC)CC2)cc1
10. Cc1ccc(N2C(N)=C(C#N)C(c3cccnc3)C3=C2CC(C)(C)CC3=O)cc1 (configuration not stated)
11. Cc1c(C#N)c(N=CN(C)C)c(C(=O)c2ccc(Br)cc2)n1-c1ccc(Cl)cc1
12. CCOC(=O)N1CCN(c2ccc(O)cc2)CC1
assay / compound	7	8	9	10	11	12
GC-B act	3	1	0	-7	-16	1
PG9 binder	-2.4	0.0	-3.5	0.0	-2.4	-2.7
Rev-erbA mod	6	1	-8	-1	1	-1
ASAP1 GAP inh	-8	1	-1	-2	6	1
HTRA1 inhibitor	3	-6	-1	-1	-8	1
mABHD4 FP	1	6	-1	8	-5	1
rCAG RNA binder	2	-4	-5	-5	-2	-2
NPR1 activator	4	9	-2	-4	-33	-3
ARFGAP1 inh	5	5	15	0	-12	11
SMARCA2 activ	-3	0	3	0	0	-3

# Compound profiles (already shown). Values in the order: GC-B act	PG9 binder	Rev-erbA mod	ASAP1 GAP inh	HTRA1 inhibitor	mABHD4 FP	rCAG RNA binder	NPR1 activator	ARFGAP1 inh	SMARCA2 activ
# Entry for `Cc1c(C#N)c(N=CN(C)C)c(C(=O)c2ccc(Br)cc2)n1-c1ccc(Cl)cc1` : -16	-2.4	1	6	-8	-5	-2	-33	-12	0
# Entry for `CCOC(=O)N1CCN(c2ccc(O)cc2)CC1` : 1	-2.7	-1	1	1	1	-2	-3	11	-3
# Entry for `CCCCCCCCCCCCCCCC(=O)OCC1OC(n2ccc(N)nc2=O)C(O)C1O` (configuration not stated) : 3	-2.4	6	-8	3	1	2	4	5	-3
# Entry for `COc1ccc(S(=O)(=O)N2CCN(Cc3cccc(OC)c3OC)CC2)cc1` : 0	-3.5	-8	-1	-1	-1	-5	-2	15	3

# Additional records follow:
13. COc1ccccc1N1CCN(CC(O)COc2ccc(C)cc2C)CC1 (configuration not stated)
14. CCOC(=O)c1c(C)[nH]c(C)c1C(=O)COC(=O)[C@@H](NC(=O)c1ccco1)C(C)C
15. CNC(=O)CN(C)S(=O)(=O)c1ccc(OC)c(Cl)c1
16. O=C(NC(=S)N1CCCCCC1)c1ccccc1Cl
17. COc1cc2[nH]c(=O)n(CCC(=O)NCc3cccnc3)c(=O)c2cc1OC
18. O=C(c1cccs1)n1nc(-c2ccc(Cl)cc2)nc1NCc1ccco1
assay / compound	13	14	15	16	17	18
GC-B act	-1	5	6	1	-3	0
PG9 binder	-1.8	0.0	-2.0	-0.7	1.0	-1.9
Rev-erbA mod	7	-5	6	0	3	-3
ASAP1 GAP inh	2	3	8	4	-10	1
HTRA1 inhibitor	1	2	8	-2	-3	10
mABHD4 FP	8	9	-1	4	-1	-7
rCAG RNA binder	-4	-1	-2	-3	-2	-1
NPR1 activator	6	0	3	4	4	4
ARFGAP1 inh	6	4	16	2	4	-11
SMARCA2 activ	0	5	1	1	-1	-2

19. CC(c1ccccc1)n1c(CCCO)nc2ccccc21 (configuration not stated)
20. COc1ccc(CNC(=O)COC(=O)c2cccs2)cc1
21. CC(C)C[C@H]1CN([C@@H](CC(C)C)CN2CCC[C@H]2CN2C(=O)C(=O)NC[C@@H]2Cc2ccc(O)cc2)C(=O)C(=O)N1CC1CCCCC1
22. c1ccc(OCc2nnc(SCc3nc4ccccc4[nH]3)n2-c2ccccc2)cc1
23. CCN(CC)C(=O)CC(c1ccc(OC)cc1)c1c(OC)cc(OC)c2ccc(=O)oc12 (configuration not stated)
24. CCN1CCN(CCCNC(=O)c2cc3c(s2)-c2ccccc2OC3)CC1
assay / compound	19	20	21	22	23	24
GC-B act	0	1	0	-7	-16	-12
PG9 binder	0.5	0.2	0.0	/	-0.6	1.1
Rev-erbA mod	3	-1	-2	-6	-7	-8
ASAP1 GAP inh	0	-2	-1	/	-2	-7
HTRA1 inhibitor	6	6	/	/	7	0
mABHD4 FP	-2	-5	1	3	4	4
rCAG RNA binder	-3	-1	6	2	1	-4
NPR1 activator	-6	4	5	-10	-9	-1
ARFGAP1 inh	-6	-7	-4	/	8	2
SMARCA2 activ	1	0	-2	-5	2	1

25. COC(=O)c1sc2nc(CSc3nc4ccc(C)cc4[nH]3)[nH]c(=O)c2c1C
26. O=C1/C(=C/C=C/c2ccco2)SC(=S)N1c1ccc(O)cc1
27. Cc1nc(N)sc1C(=O)Nc1ccccc1
28. COc1ccc(-n2c(C)nn(C)c2=O)cc1
29. COCCn1c(C)cc(C(=O)COC(=O)CCS(=O)(=O)c2ccc(C)cc2)c1C
30. CCC(=O)N1CCN=C1SCc1ccccc1Cl
assay / compound	25	26	27	28	29	30
GC-B act	-1	-1	6	-2	-6	2
PG9 binder	-0.6	-0.6	-0.1	-3.4	-1.4	-1.2
Rev-erbA mod	-3	-27	-2	-4	-2	-3
ASAP1 GAP inh	2	6	-8	-8	-6	3
HTRA1 inhibitor	-14	23	0	0	-2	-2
mABHD4 FP	-1	37*	-2	-5	3	0
rCAG RNA binder	7	74*	0	1	-8	0
NPR1 activator	-1	-4	-1	-2	2	3
ARFGAP1 inh	-8	-13	6	8	4	29*
SMARCA2 activ	-2	0	-1	-4	0	0

31. CCCN(CCC)C(=O)CSc1nc2n[nH]c(C)c2c(=N)n1-c1ccc(OC)cc1
32. Cn1cccc1C(=O)NC(=O)COC(=O)c1cc(Cl)ccc1[N+](=O)[O-]
33. Cc1cc2nc(CS(=O)(=O)c3ccccc3)cc(=O)n2[nH]1
34. CC(C)n1c(O)c(N=NC(=O)CNC(=O)CCc2ccccc2)c2ccccc21
35. Cc1cc(C)cc(-n2c3ccc(NC(=O)Cc4cccc5ccccc45)cc3c(=O)n2C)c1
36. CC[C@]12C(=O)N(C)C[C@H]([C@@H]3C(=O)N(Cc4ccccc4)C(=O)[C@@H]31)N2C(=O)c1ccc(Br)cc1
assay / compound	31	32	33	34	35	36
GC-B act	-4	4	1	-3	6	3
PG9 binder	-0.1	-1.4	-3.9	-4.1	0.5	3.4
Rev-erbA mod	2	-3	1	-2	-1	0
ASAP1 GAP inh	-2	-10	1	5	4	17
HTRA1 inhibitor	-20	-1	9	-6	/	-3
mABHD4 FP	7	-3	-2	0	2	-3
rCAG RNA binder	-4	4	1	5	10	-2
NPR1 activator	-2	-4	-4	-1	5	0
ARFGAP1 inh	10	-1	2	-3	-10	-10
SMARCA2 activ	-2	-1	0	-3	0	0

37. CN(Cc1ccccc1NCC(=O)Nc1ccccc1C#N)C1CCCCC1
38. COc1ccc(C(=O)/C=C/c2ccc(-c3ccccc3)cc2)cc1CSCC(=O)O
39. O=c1cc(-c2ccccc2)oc2cc(OCc3ccccc3)cc(O)c12
40. CCOC(=O)Nc1ccc(S(=O)(=O)Nc2cc(C)nc(C)n2)cc1
41. CCc1cccc(C)c1NC(=O)CN1C(=O)NC(C)(CCC(C)C)C1=O (configuration not stated)
42. Cn1cc(S(=O)(=O)N2CCCC2)cc1C(=O)O
assay / compound	37	38	39	40	41	42
GC-B act	-4	-4	0	4	0	-1
PG9 binder	1.7	-2.1	-1.6	3.6	-0.7	0.1
Rev-erbA mod	0	-3	6	3	5	-4
ASAP1 GAP inh	-6	4	-2	-7	-15	-8
HTRA1 inhibitor	-6	-75	-5	-3	-1	5
mABHD4 FP	2	-8	-4	0	8	-4
rCAG RNA binder	-3	63*	3	0	-2	5
NPR1 activator	-3	5	3	-1	1	0
ARFGAP1 inh	-13	-3	0	-11	-1	6
SMARCA2 activ	1	0	1	-3	-3	-1

43. COc1ccc(S(=O)(=O)N2CCOCC2)cc1C(=O)NC1CCCCC1
44. COCCC(=O)N1CCC(Oc2ccc(C(=O)N3CCC[C@H]3CO)cc2)CC1
45. O=C(Cc1ccc(Cl)cc1)c1c[nH]c(C(=O)NCCCN2CCOCC2)c1
46. CS(=O)(=O)N(Cc1ccccc1)c1ccccc1C(=O)O
47. CCc1ccc(-n2c(CSc3nnnn3-c3ccccc3)nc3ccccc3c2=O)cc1
48. Cn1c(-c2ccc(Br)o2)nc2ccccc21
assay / compound	43	44	45	46	47	48
GC-B act	10	-3	4	4	1	3
PG9 binder	-1.2	1.7	0.7	0.2	-0.3	-2.3
Rev-erbA mod	-1	2	1	1	3	1
ASAP1 GAP inh	5	5	4	-6	10	10
HTRA1 inhibitor	6	1	6	3	8	-4
mABHD4 FP	10	10	-2	-5	0	-7
rCAG RNA binder	-3	-3	-7	1	1	-1
NPR1 activator	1	2	3	1	-3	-2
ARFGAP1 inh	5	3	1	-18	-4	2
SMARCA2 activ	-1	-1	-1	0	-1	7

49. O=C(NCC1CCCCC1)c1cc2ccccc2cc1O
50. O=C(NCC1(c2ccccc2)CCOCC1)c1ccc(Br)o1
51. Cc1nn(-c2ccccc2)c(Cl)c1/C=C(\CC(=O)O)c1nc2ccccc2s1
52. CCn1c(=S)[nH]c2cc(S(=O)(=O)N3CCOCC3)ccc21
53. Cc1ccc(-c2c(C#N)c(N)nc3c2CCCCC3)o1
54. CCOc1ccc2nc(NC3=NC(C)(C)C=C(C)N3)nc(C)c2c1
55. N=C1C(c2ccccc2)=C(O)C2CCc3ccccc3N12 (configuration not stated)
56. Cc1cc(Cl)ccc1OC(C)C(=O)NCCCCc1ccccc1 (configuration not stated)
57. COc1cc(CC(=O)N2CCc3ccccc32)cc(OC)c1OC
assay / compound	49	50	51	52	53	54	55	56	57
GC-B act	-4	-3	-7	8	0	-1	3	-2	-3
PG9 binder	-0.5	-1.8	-0.6	-1.0	-1.1	-1.1	0.5	-1.4	1.6
Rev-erbA mod	-2	2	-1	8	4	-1	1	4	-1
ASAP1 GAP inh	0	9	-2	-10	-10	0	-2	3	-4
HTRA1 inhibitor	-26	-4	-8	1	-4	-8	-10	-20	8
mABHD4 FP	-1	4	-4	-2	-4	-3	6	-14	6
rCAG RNA binder	9	-6	42*	2	1	23	4	-4	-2
NPR1 activator	6	-10	2	4	6	6	2	-1	3
ARFGAP1 inh	-1	3	-5	-8	-4	1	-16	-2	-3
SMARCA2 activ	-5	-3	0	1	0	2	1	0	-2

# Assay outcomes as filed in PubChem.
